Assay outcomes from PubChem BioAssay.
HepG2 tox: qHTS for Inhibitors of TGF-b: Cytotox Counterscreen; 0.76% of 410,000 active; AID 588856, 2011; Potency, µM (doses to about 46.1 µM), inactives show at the highest dose activity change, negative = cytotoxicity, usual class: cytotoxic; HepG2 CAGA-GFP viability, ATP luminescence, 18 h; note: potency is the fitted concentration of half-maximal effect; some results filed as inactive show a strong effect at the top dose
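HepG2 CAGA-GFP cells (1000/well, DMEM with 1% FBS) received compound, then TGF-beta at 500 pg/mL final, and were incubated 18 hours at 37 degrees C. Viability was read by CellTiter-Glo luminescence. Media-only wells were set as complete cell-killing and DMSO as no toxicity.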
Mm-Cpn inhibitor: Inhibitors of TCP-1 ring complex (TRiC) of Methanococcus maripaludis (MmCpn): qHTS | Chaperonin Mm-Cpn (Methanococcus maripaludis) | purified Mm-Cpn ATPase, ADP Transcreener TR-FRET | Potency, µM (top dose mostly 76.9 µM), inactives show at the highest dose activity, negative = inhibition, usual class: inhibitors | 0.031% of 330,000 active; note: potency is the fitted concentration of half-maximal effect; % is set by controls: 0 for no effect and ±100 for the full control effect; nearly all actives have a fitted effect of over 80% in size
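ATP (10 uM final) was added to archaeal chaperonin (25 nM final) after 10 min exposure to test compound at 37°C; after 30 min further incubation, ADP was detected by competitive TR-FRET.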
Akt phos inh: HTS Assay for Inhibitors of Akt Phophorylation: Primary Screen | AID 651550, 2012 | Neuro2A IGF-stimulated pAkt S473 HTRF, 20 min; hits give low values | activity change, % for hits at 50 µM | 0.32% of 360,000 active; in the data active = activity change below about -80%; inconclusive = mostly about -51% to -80%; note: % is set by controls: 0 for no effect and ±100 for the full control effect
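Neuro2A cells in DMEM with 0.5% FBS, overnight at 37 deg C, given compound at single 50 µM final, then IGF (6 nM final) for 20 min at 37 deg C. Lysed; phospho-Akt Ser473 by HTRF after 24 h, 665/615 ratio.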
TGFb SMAD3 inh: qHTS for Inhibitors of TGF-b. AID 588855, 2011. Potency, µM (titrated, usually from 46.1 µM), without a hit: at the highest dose activity, negative = inhibition, usual class: inhibitors. HepG2 CAGA-GFP TGF-b/SMAD3 reporter, GFP fluorescence, 18 h; TGF-beta stimulated, 500 pg/mL final. 1.2% of 410,000 active; note: potency is the fitted concentration of half-maximal effect; % is set by controls: 0 for no effect and ±100 for the full control effect; nearly all actives have a fitted effect of over 65% in size
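HEPG2 CAGA-GFP reporter cells (1000/well, DMEM with 1% FBS) received compounds, then recombinant TGF-beta at 500 pg/mL final for 18 hours at 37 degrees C. Per-cell GFP summed per well was normalised to unstimulated and stimulated DMSO controls before curve fitting.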
CCT modulator: High-Throughput Screening for Modulators of Cytosolic Chaperonin Activity; purified chaperonin ATPase assay, HTRF ADP detection, 30 min; activity change, % (concentration not given with the values), hits read low; 0.3% of 360,000 active; in the data active = activity change below about -30%; note: % is set by controls: 0 for no effect and ±100 for the full control effect
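First, chaperonin was dispensed at 40 nM or 20 nM final depending on batch activity. Next, compounds were pinned at 76 uM and ATP added at 10 uM. After 30 min at 37 °C, ADP detection reagents ran 30 min at ambient temperature.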
Nrf2 ARE act: qHTS of Nrf2 Activators | AREc32 ARE-luciferase reporter (MCF7-derived line), luminescence, 24 h | Potency, µM (highest dose often 46.1 µM), for inactives: at the highest dose activation, usual class: activators | 0.31% of 410,000 active | AID 624171, 2012; note: potency is the fitted concentration of half-maximal effect; % of control where 0% means no effect; nearly all actives have a fitted effect of over 65% in size
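AREc32 cells carrying an ARE-driven firefly luciferase, 1000 cells/well in OPTI-MEM with 5% FBS, dosed after overnight attachment and incubated 24 hr at 37 deg C. Steady-Glo luminescence read after 30 min at RT.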
A549 tox: Nrf2 qHTS screen for inhibitors: counterscreen for cytotoxicity | A549 ARE-Fluc cells, CellTiter-Fluor viability, 18-24 h | Potency, µM (highest dose often 46 µM), for the others: top-dose activity change, negative = cytotoxicity, most hits filed as inhibitors | 0.16% of 390,000 active | AID 504648, 2011; note: potency is the fitted concentration of half-maximal effect; % is set by controls: 0 for no effect and ±100 for the full control effect
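A549 ARE-Fluc cells in 5% FBS OPTI-MEM, 5000 cells/well, rested 2 h then exposed to compounds in concentration-response for 18-24 h at 37 °C. Viability by CellTiter-Fluor fluorescence (Ex 405/Em 525) after 30 min; luciferase luminescence (BugLite, 15 min, RT) read afterwards.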
S2 tox: Viability Counterscreen for Primary qHTS for Inhibitors of ATXN expression. S2 cells (HEK-293 line with an ATXN2-luciferase reporter) viability, CellTiter-Fluor protease fluorescence, 24 h. Potency, µM (doses to about 56.7 µM), usual class: cytotoxic. 0.49% of 400,000 active. AID 651635, 2014; note: potency is the fitted concentration of half-maximal effect; nearly all actives have a fitted effect of over 40% in size
Nrf2 inh: Nrf2 qHTS screen for inhibitors. A549 ARE-Fluc reporter, luciferase luminescence, 18-24 h. Potency, µM (titrated, usually from 46 µM), for the others: top-dose activity change, negative = inhibition, most hits filed as inhibitors. 2.1% of 360,000 active. AID 504444, 2011; note: potency is the fitted concentration of half-maximal effect; % is set by controls: 0 for no effect and ±100 for the full control effect; nearly all actives have a fitted effect of over 60% in size
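A549 ARE_Fluc cells, 5000/well, 5% FBS OPTI-MEM; compounds in dose-response, 18-24 h at 37 °C/5% CO2; CellTiter-Fluor viability read (Ex 405/Em 525), then BugLite luciferase luminescence = Nrf2 activity.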
The depositor's hits bear a star; i = inactive; ? = inconclusive; . = no result given; [ ] = dose if it differs, or a comment. Unless noted, calls come from the whole dose curve; as a rule, active = well fitted curve in the direction sought with a large enough effect; inconclusive = small, poorly fitted or top-dose-only effect, or another doubt; inactive = no such curve, though single readings can be large; an effect the other way counts as inactive or inconclusive. An unsorted share of the library, and some 4.4% of all compounds hit somewhere here.

Below each compound – HepG2 tox, Mm-Cpn inhibitor, Akt phos inh, TGFb SMAD3 inh, CCT modulator, Nrf2 ARE act, A549 tox, S2 tox, Nrf2 inh
> O=S(=O)(NCCSc1nc2ccccc2o1)c1ccccc1
    -3%, -1%, i, 0%, -0.5, -0.2%, -11%, i, -17%
> c1ccc(CNc2c3c(nc4ncnn24)CCCC3)nc1
    31%, -2%, i, -14%, 2.0, -0.5%, 1%, i, 5%
> CO/N=C/C=C1/N(C)c2ccccc2C1(C)C
    -2%, 0%, i, -1%, -0.8, -0.2%, -1%, i, 0%
> O=C(Cn1cnc2c(NCc3ccccc3)ncnc21)NCCc1cc2ccccc2[nH]1
    -9%, 2%, i, -3%, 1.9, 7.0%, 0%, i, ?
> Cc1ccc(S(=O)(=O)Nc2c(C)n(C)n(-c3ccccc3)c2=O)cc1C(=O)NCc1ccccc1
    -6%, 1%, i, -5%, -2.0, 0.4%, -1%, i, -6%
> COc1ccccc1C(=O)Nc1nnc(SCc2cc(=O)c3ccccc3[nH]2)s1
    -62%, ., ., ?, ., 4.0%, ?, ?, .
> Cc1cc(C(F)F)n2nc(C(=O)Nc3ccc(C(C)C)cc3)nc2n1
    1%, ., ., -9%, ., -1.0%, 2%, i, 5%
> COc1ccc(/C=C/C(=O)Oc2cc(O)cc(O)c2)cc1
    19%, -1%, i, 5%, 0.0, -0.4%, 2%, i, -3%
> Cc1cc(NC(=O)CON=C(N)CC(=O)Nc2ccccc2Cl)ccc1Br
    -46%, 1%, i, -43%, 0.9, 6.6%, 11%, i, 20%
> CCOc1ccc2nc(Cl)c(C3CC(c4ccccc4)=NN3C(=O)c3cccs3)cc2c1 (stereo unspecified)
    1%, -11%, i, 11%, 0.6, -0.7%, 3%, ?, ?
> CC(C)(C)OC(=O)N(CC1CCNCC1)C(=O)c1[nH]c(C(F)(F)F)nc1-c1ccccc1
    -48%, ., i, -1%, -0.8, 0.1%, ., i, .
> COc1ccc(N(CC(=O)Nc2cc(C)on2)S(=O)(=O)c2cc(C)ccc2C)cc1
    -7%, 1%, i, -16%, 0.7, 2.3%, -2%, i, ?
> Fc1ccc(-c2nnc3n2CCCCC3)cc1
    -11%, -1%, i, -21%, 0.9, -0.5%, 0%, i, 0%
> O=C1NC(=O)C(CC(=O)N(c2ccccc2)C2(C(=O)NC3CCCC3)CCCCC2)N1 (stereo unspecified)
    -12%, -1%, i, 2%, -2.9, 0.1%, -15%, i, .
> O=C(C#Cc1ccccc1)c1ccc([N+](=O)[O-])cc1
    39%, 1%, i, ?, -2.2, 20%, -2%, ., -12%
> CC1(C)CC(=O)C2=C(C1)OC(N)=C(C#N)C2C#Cc1ccccc1 (stereo unspecified)
    -36%, -4%, i, ?, 2.3, ?, -16%, ?, ?
> NC(=O)CNc1n[nH]c(=S)[nH]c1=O
    -2%, 1%, i, -2%, -2.7, -0.6%, 1%, i, 23%
> CCNC(=O)C(=O)NCCC1CCCCN1S(=O)(=O)c1cccs1 (stereo unspecified)
    -8%, 0%, i, 4%, -1.1, -0.1%, 1%, i, 4%
> COc1ccc(CC2(CO)CCN(Cc3ccc(OC(F)(F)F)cc3)CC2)cc1
    20µM*, -6%, i, 14µM*, -1.7, 4.7%, -5%, ?, ?
> O=C(NCc1cccc(Br)c1)C1CC(c2ccccc2[N+](=O)[O-])=NO1 (stereo unspecified)
    -14%, ., i, -20%, 0.2, 4.1%, 2%, i, -25%

Compound profiles (already shown).
COc1ccc(N(CC(=O)Nc2cc(C)on2)S(=O)(=O)c2cc(C)ccc2C)cc1 as listed: HepG2 tox = -7%; Mm-Cpn inhibitor = 1%; Akt phos inh = i; TGFb SMAD3 inh = -16%; CCT modulator = 0.7; Nrf2 ARE act = 2.3%; A549 tox = -2%; S2 tox = i; Nrf2 inh = ?
Cc1cc(C(F)F)n2nc(C(=O)Nc3ccc(C(C)C)cc3)nc2n1 as listed: HepG2 tox = 1%; Mm-Cpn inhibitor = .; Akt phos inh = .; TGFb SMAD3 inh = -9%; CCT modulator = .; Nrf2 ARE act = -1.0%; A549 tox = 2%; S2 tox = i; Nrf2 inh = 5%

Remaining list, next part
Below each compound – HepG2 tox, Mm-Cpn inhibitor, Akt phos inh, TGFb SMAD3 inh, CCT modulator, Nrf2 ARE act, A549 tox, S2 tox, Nrf2 inh
> CCCCn1c(=NC(=O)c2ccc3c(c2)OCO3)c(C#N)cc2c(=O)n3cccc(C)c3nc21
    0%, 0%, i, 2%, 1.9, 2.4%, -1%, i, .
> COc1ccc(-c2c(NC(=O)c3ccco3)n(C)c3ccccc3c2=O)cc1
    13%, 3%[15.4 µM], i, 27%, -3.0, -0.8%, -9%, i, 0%
> Cc1c(Cl)cccc1NC(=S)N1CCCCCC1
    -17%, -1%, i, ?, 0.2, -0.9%, 8%, i, -1%
> O=S(=O)(c1ccc2oc3ccc(S(=O)(=O)N4CCCCC4)cc3c2c1)N1CCCCC1
    -6%, 0%, i, 0%, -1.9, -0.1%, -4%, i, -7%
> COC(=O)N1c2ccccc2C=Cc2ccccc21
    13%, -10%, i, 0%, 0.1, -0.6%, -10%, i, -12%
> Cc1nn(Cc2ccc(Cl)cc2)c(C)c1NC(=O)/C=C/c1cnn(C)c1
    7%, 1%, i, 1%, -2.4, 0.0%, -1%, i, -30%
> CCOC(=O)c1cccc(OCC(O)CNCCOc2ccccc2F)c1 (stereo unspecified)
    -20%, 0%, i, -3%, -0.8, 4.1%, -5%, i, 1%
> C/C(=N\NS(=O)(=O)c1ccc(C)cc1)c1ccc(Br)s1
    -13%, 1%, i, ?, -2.1, -0.4%, 7%, i, 0%
> Cc1ccccc1OCC(=O)Nc1cnn(CCCC(=O)O)c1
    -3%, -2%, i, 21%, 0.0, 3.8%, -10%, i, 10%
> COc1ccc(Cl)cc1NC(=O)CSc1nc(NS(=O)(=O)c2ccc(C)cc2)cc(=O)[nH]1
    -4%, 0%, i, 0%, 0.3, -0.1%, 3%, i, -20%
> Cc1c(Cc2ccccc2)c(=O)oc2cc(OCC(=O)N[C@@H](Cc3ccccc3)C(=O)O)ccc12
    -16%, -1%, i, -8%, 1.5, -0.2%, -1%, i, 1%
> CC(=O)Nc1ccc(NC(=O)C(C)OC(=O)CNC(=O)c2sc3ccccc3c2Cl)cc1 (stereo unspecified)
    -20%, -5%, i, 4%, -0.3, -0.3%, 9%, i, -7%
> O=C(CSc1nnc(Cc2cccs2)n1CCc1ccccc1)N1CCCc2ccccc21
    -11%, -3%, i, -12%, -3.6, -0.4%, -2%, i, ?
> Cc1ccccc1Cn1c([N+](=O)[O-])cnc1C
    3%, 0%, i, 5%, -2.8, -0.3%, 0%, i, ?
> CC(Oc1ccccc1)C(=O)Nc1ccccc1C(=O)OCc1cc(=O)n2nc(C(C)C)sc2n1 (stereo unspecified)
    -1%, ., ., -1%, ., 0.4%, ?, ., .
> O=C(Nc1ccc(Cl)cc1)Nc1ccc(Br)cn1
    -3%, 1%, i, -1%, 0.4, 23%, 7%, ?, ?
> Cc1cccc(C(=O)O[C@@H]2[C@H](Cc3ccccc3)NS(=O)(=O)[C@H]3C[C@@H]4C=C[C@]23O4)c1
    -9%, 0%, i, ?, -0.8, 0.7%, -5%, i, -16%
> COCCc1ccc(OC2(C)CCN(Cc3cccc(OC)c3OC)C2)cc1 (stereo unspecified)
    -4%, ., i, 2%, -0.4, 0.2%, ., i, .
> Cc1oc(-c2ccccc2)nc1CNC(=O)NC1CCCCC1
    -7%, ., ., -19%, ., -0.2%, 2%, i, .
> COc1ccc(NC(=O)N2CCC(Cc3ccccc3)CC2)cc1
    -35%, 3%, i, -7%, -3.0, -0.4%, 1%, i, ?

Reformatted with tabs: part of the list above.
compound	HepG2 tox	Mm-Cpn inhibitor	Akt phos inh	TGFb SMAD3 inh	CCT modulator	Nrf2 ARE act	A549 tox	S2 tox	Nrf2 inh
COc1ccc(N(CC(=O)Nc2cc(C)on2)S(=O)(=O)c2cc(C)ccc2C)cc1	-7%	1%	i	-16%	0.7	2.3%	-2%	i	?
Fc1ccc(-c2nnc3n2CCCCC3)cc1	-11%	-1%	i	-21%	0.9	-0.5%	0%	i	0%

Carrying on.
Letter code – A = HepG2 tox; B = Mm-Cpn inhibitor; C = Akt phos inh; D = TGFb SMAD3 inh; E = CCT modulator; F = Nrf2 ARE act; G = A549 tox; H = S2 tox; I = Nrf2 inh
COc1ccc(Cl)cc1NC(=O)c1cc(-c2ccc(C)cc2O)n[nH]1
  A: 33%; B: -2%; C: i; D: 23%; E: -1.3; F: 0.4%; G: -16%; H: i; I: 12%
COC(=O)c1sc(-c2cccs2)cc1N
  A: -6%; B: -15%; C: i; D: 39%; E: -1.4; F: 8.9µM*; G: -2%; H: i; I: 32%
COc1cc(C(=O)O/N=C2/C=CC(=O)C(C)=C2C)cc(OC)c1OC
  A: -2%; B: 0%; C: i; D: 12%; E: -0.1; F: 6.9%; G: -3%; H: .; I: .
C/C(=N\NC(=O)c1ccccc1O)c1cccc(NC(=O)c2ccccc2)c1
  A: -23%; B: 3%; C: i; D: 1%; E: -2.8; F: ?; G: 1%; H: i; I: ?

Results in Mm-Cpn inhibitor and A549 tox, for two of the compounds above:
Structure | Mm-Cpn inhibitor | A549 tox
COC(=O)c1sc(-c2cccs2)cc1N | -15% | -2%
COc1cc(C(=O)O/N=C2/C=CC(=O)C(C)=C2C)cc(OC)c1OC | 0% | -3%
